PERK inh: human PERK inhibition, primary cell-based screen | inhibition, % at 5.6 µM | CHO PERK-DD fusion, SEAP luminescence translation reporter | hit rate 0.17% among 220,000 | Q9NZJ5;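 active = inhibition above the mean inhibition of all tested compounds plus 3 SD, set separately per screening campaign, cut at about 2.9% in these data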;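 also: PERK kinase domain activated by AP20187 dimerizer at 100 nM; 0% = DMSO with dimerizer and 100% = rapamycin at 8.4 µM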
m-calpain inh: blocks pig calpain II enzyme activity | inhibition, % at 16 µM | AID 1236 | hit rate 0.37% among 220,000 | purified calpain II, fluorogenic peptide substrate, 30 min;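 active = inhibition above about 50%, limit read from the data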
KCC2 mod: modulates chloride dependent transport by human KCC2 | Q9H2X9 | KCC2 cells, thallium flux FluoZin-2 fluorescence | B-score of Tl+ flux slope (higher = more flux/activation; lower = inhibition) at 10 µM | hit rate 2.2% among 190,000;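 active = thallium flux slope and its plate-corrected score both differing from the plate sample mean at a set confidence after two filtering rounds, in either direction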;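 also: slope of fluorescence scaled to starting intensity during 10 to 20 s after thallium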
MDM2 E3 inh: inhibitors of human Mdm2 E3 ubiquitin ligase; cell-based MDM2 ubiquitination luciferase reporter, 2 h; 0 = plate control, 100 = twice control, blank-subtracted; signal enhancement, % at 5 µM; hit rate 0.11% among 210,000;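 active = signal enhancement of 30% or more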;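 also: luminescence tracks abundance of the self-degrading MDM2-luciferase fusion protein; higher signal means inhibition of MDM2 E3 ligase activity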
Target sequence (Q00987 whole entry, looked up, the tested form may be a part): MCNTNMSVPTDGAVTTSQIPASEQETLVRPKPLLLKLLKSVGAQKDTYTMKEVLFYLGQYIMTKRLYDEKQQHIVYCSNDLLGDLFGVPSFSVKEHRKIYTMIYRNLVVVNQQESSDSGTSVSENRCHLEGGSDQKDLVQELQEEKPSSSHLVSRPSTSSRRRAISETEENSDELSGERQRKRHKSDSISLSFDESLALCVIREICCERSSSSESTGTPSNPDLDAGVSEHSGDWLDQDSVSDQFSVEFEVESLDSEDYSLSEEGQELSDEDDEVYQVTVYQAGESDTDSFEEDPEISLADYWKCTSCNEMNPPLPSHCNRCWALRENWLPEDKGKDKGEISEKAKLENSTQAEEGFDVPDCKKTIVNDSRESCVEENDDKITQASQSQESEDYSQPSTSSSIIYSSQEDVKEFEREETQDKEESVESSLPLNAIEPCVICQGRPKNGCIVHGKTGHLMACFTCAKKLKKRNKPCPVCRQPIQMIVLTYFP
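test system = mammalian cells stably expressing self-ubiquitinating, self-degrading MDM2 E3–luciferase fusion | quantity = 2000 cells/well | incubation = cell settling 4 h, compound treatment 2 h, both 37 °C | signal = luminescence with SteadyLite reagent, 15 min at room temperature | evaluation = % enhancement relative to plate controls after blank subtraction | benchmarks = plate controls and plate blanks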
L929 necroptosis: L929 zVAD cell death inhibition; hit rate 0.38% among 220,000; viability rescue, % at 10 µM; L929 zVAD necroptosis rescue, ATP luminescence, 24 h; with zVAD 60 µM; AID 1377;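 active = activation, scaled between plate controls, above about 75%, limit read from the data; inactive = activation under that limit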;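 also: 0% = zVAD with DMSO and 100% = DMSO alone without zVAD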
eIF4E-4G inh: inhibitors of eIF4E and eIF4G interaction in translation initiation; P63073+Q04637; TR-FRET eIF4E-eIF4GI(517-606) binding, 2 h; inhibition, % at 21.7 µM; hit rate 0.37% among 220,000; AID 782;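 active = inhibition above about 30%, limit read from the data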;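 also: 0% = full FRET control wells and 100% = background wells lacking eIF4GI fragment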
EBV gp42 block: inhibitors of Epstein-Barr virus glycoprotein 42 | Q1HVG2 | Fluorescence polarization binding assay, mP read-out | inhibition, % (tested at 21.74 µM) | hit rate 0.42% among 220,000 | AID 1085; in the data active = inhibition above about 50%
Target sequence (Q1HVG2 whole entry, looked up): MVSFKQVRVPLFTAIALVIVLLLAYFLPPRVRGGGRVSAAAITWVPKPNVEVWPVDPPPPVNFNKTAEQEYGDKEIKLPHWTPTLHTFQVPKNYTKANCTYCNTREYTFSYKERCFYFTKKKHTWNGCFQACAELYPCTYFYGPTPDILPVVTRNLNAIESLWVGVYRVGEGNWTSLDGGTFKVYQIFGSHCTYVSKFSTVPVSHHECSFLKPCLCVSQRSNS
TNF necrop inh: blocks TNF-alpha induced death of Jurkat FADD-/- cells. Jurkat FADD-/- TNF necroptosis rescue, ATP luminescence, 24 h; 0 = TNF only, 100 = no-TNF cells. activation (protection from cell death), % at 10 µM. hit rate 0.068% among 220,000. AID 463075;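 active = activation, meaning protection from cell death, of at least 50% relative to plate controls; inactive = activation below 50%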;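 also: necroptosis triggered by 40 ng/mL TNF-alpha added together with compound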
Rad51 HR inh: Rad51 (human) homologous recombination inhibition; Q06609; inhibition, % at 10 µM; hit rate 0.085% among 200,000; hRad51 DNA strand exchange, fluorescence dequenching;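 active = inhibition above 40% at the single screening dose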;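 also: 0% = DMSO control wells and 100% = blanks with heterologous ssDNA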
Target sequence (Q06609 whole entry, looked up): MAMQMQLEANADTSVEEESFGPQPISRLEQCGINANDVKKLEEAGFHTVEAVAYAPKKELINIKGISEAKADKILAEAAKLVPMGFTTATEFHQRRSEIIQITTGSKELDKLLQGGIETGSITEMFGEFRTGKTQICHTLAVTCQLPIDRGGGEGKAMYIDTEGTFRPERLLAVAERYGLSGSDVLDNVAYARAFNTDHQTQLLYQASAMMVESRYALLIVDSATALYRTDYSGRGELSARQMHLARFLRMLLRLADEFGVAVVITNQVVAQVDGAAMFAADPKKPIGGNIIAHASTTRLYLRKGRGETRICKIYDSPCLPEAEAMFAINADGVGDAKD
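System: hRad51 filaments on single-stranded DNA; reagent: Fluorescein- and BHQ1-tagged 47-mer duplex; compound dosing: one concentration, 10 µM final; timing: filaments 15 min 37 °C, then compound 30 min; measured by: fluorescein emission 520 nm, excitation 485 nm; benchmarks: per-plate controls and blanks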
The depositor's hits bear a star; · = not tested or not shown; [ ] = remark or other dose. Rows were taken by chance. About 3.6% of those tested had a hit in this group.

entry	smiles	PERK inh	m-calpain inh	KCC2 mod	MDM2 E3 inh	L929 necroptosis	eIF4E-4G inh	EBV gp42 block	TNF necrop inh	Rad51 HR inh
1	O=C(O)CNC(=O)c1ccc(OC(F)F)cc1	0.6	-23	·	3	0.3	2[fluorescence artefact?]	2	0.1	-1
2	Cc1ccc(C(=O)N2CCC3(CC2)Oc2ccc(F)cc2C(=O)C32CC(c3ccccc3)=NO2)s1 (configuration not stated)	·	-70	-0.72	-8	-0.3	3	-12	0.7	-9
3	O=C(CC(NC(=O)C(F)(F)F)c1ccccc1)Nc1nnc(CCc2ccccc2)s1 (configuration not stated)	-0.4	2	0.3	-8	1.9	0	6	2.7	7
4	CCc1ccc(-c2cc(C(=O)N/N=C/c3ccccn3)[nH]n2)cc1	0.1	-13	0.048	-19	64	-3	9	2.2	20
5	Cn1c(=O)[nH]c(=O)c2c1nc(N1CCC(Cc3ccccc3)CC1)n2Cc1ccccc1	2.6	15	-0.34	-16	-0.7	1	-10	-3.1	0
6	CC(C)Oc1cccc(C(=O)Nc2ccc(N3CCN(S(C)(=O)=O)CC3)cc2)c1	-0.7	-12	·	6	1.3	-4[fluorescence artefact?]	-11	1.5	-2
7	NC(=O)c1ccc(NC(=O)COC(=O)/C=C/c2cccs2)cc1	0.6	-24	·	-3	20	-4	-7	-0.9	-94
8	CCOc1ccc(CN(C)CC(=O)NCc2ccccc2Cl)cc1	0.1	-7	0.048	4	0.2	0	-3	2.2	17
9	COc1ccc(/C=N/n2cnc3c([nH]c4ccccc43)c2=O)cc1COc1ccccn1	0.7	-85	0.66	-7	1.9	10	-7	-4.4	0
10	O=C(CCCN1C(=O)c2cccc3cccc(c23)C1=O)N1CCN(c2ccc(F)cc2)CC1	-0.9	24	-1.1	-16	-2.2	0	8	-0.9	4
11	CCC(C)(C)C1CCc2c(sc(N)c2C(N)=O)C1 (configuration not stated)	0.7	-18	0.52	1	-0.5	15[fluorescence artefact?]	-11	0.1	-6
12	O=C(Cn1c(-c2cncs2)nc2ccccc21)NCCc1ccccc1	-0.3	0	·	0	1.8	3	-20	1.0	2
13	CN(C)C(=O)COC(=O)/C=C/c1ccccc1[N+](=O)[O-]	0.8	22	-0.035	-6	0.1	2	-17	-0.2	-1
14	COc1ccccc1C(O)(C(=O)NN(C(=O)c1ccccc1)c1ccccc1C)c1cccs1 (configuration not stated)	1.3	23	-2.1	-20	0.1	-2[fluorescence artefact?]	8	-1.6	-3
15	O=C(CSc1nnc(-c2ccc(Br)cc2)o1)Nc1cccc2ccccc12	-0.8	10	0.56	-14	-0.9	2[fluorescence artefact?]	-9	1.0	0
16	COc1ccc(OC)c(NC(=O)NCCc2cccc(Cl)c2)c1	0.2	23	-0.85	-3	0.8	3	-1	0.4	-13
17	CCCCOc1cccc(-c2nnc(NC(=O)CSc3ccc(C)cc3)s2)c1	1.1	16	0.23	-1	0.1	2	-21	-2.4	-7
18	CCOC(=O)/C(=N/Nc1ccccc1)N1CCCc2ccccc21	0.3	29	-0.12	-6	0.3	-3	-7	0.9	1
19	CC(=O)N1C(=O)C2(Nc3ccccc3N2)c2ccccc21	1.8	-10	-0.41	-4	1.0	1	-4	0.1	1
20	CC(=O)Nc1cccc(C(=O)NCC2(N3CCCCC3)CCCCC2)c1	-0.4	-6	0.21	-16	-0.5	0	-11	0.0	7
21	Cc1cc(C)cc(NC(=S)N2CCN(c3ncc(C(F)(F)F)cc3Cl)CC2)c1	0.2	-18	1	-10	0.6	-1	-5	-6.3	19
22	COC(=O)C1=C(C)NC(C)=C(C(=O)OC)C1C1CC=CCC1 (configuration not stated)	0.4	-10	-0.19	-4	-0.4	-3[fluorescence artefact?]	-13	-9.6	-14
23	O=C(NC(=S)Nc1ccc(Br)cn1)c1cccnc1	0.3	2	2.6	8	0.4	1	-16	1.3	10
24	COc1ccccc1C(=O)N/C(=C/c1ccccc1)C(=O)NC(CCSC)C(=O)O (configuration not stated)	0.8	21	·	-8	-0.1	0	3	-2.5	-2
25	CCCCN(C(=O)Oc1ccccc1)C1CCS(=O)(=O)C1 (configuration not stated)	1.0	-28	-0.56	-7	1.3	-4	-8	1.2	4
26	COc1cccc(Oc2cn[nH]c2-c2ccc(OC)cc2O)c1	0.0	21	·	0	-0.3	16	-3	-3.6	7
27	COC(=O)c1ccc(CSc2nnnn2-c2ccccc2)o1	0.2	29	-0.46	-3	-0.4	2[fluorescence artefact?]	-26	0.1	-3
28	O=C(/C=C/c1ccco1)N1CCN(c2ncccn2)CC1	1.5	-8	0.33	1	-0.3	23	-15	-6.7	8
29	O=C1N/C(=C\c2ccc(O)cc2)C(O)=C1C=NCc1ccccc1	1.0	10	0.12	18	0.4	-2	-10	-21	5
30	COc1ccc(COCC(O)CN(Cc2ccco2)Cc2ccccc2O)cc1 (configuration not stated)	0.2	20	-0.7	-7	1.0	2[fluorescence artefact?]	8	1.8	-7
31	CC1(C)Cc2nc3oc4c(N(CCO)Cc5ccccc5)ncnc4c3cc2CO1	-0.4	-121	-1.4	0	0.3	2	-6	-8.6	4
32	COc1ccc(OC)c(NC(=S)NCCSc2ccc(C)cc2)c1	0.4	17	-1.2	·	0.5	4	-14	-5.2	·
33	Cc1cc(NC(=O)CSc2nnc(COc3ccccc3)o2)no1	1.2	2	0.83	-25	-0.3	-4	-35	-0.5	2
34	O=C(OCC(=O)N1CCN(Cc2ccccc2)CC1)c1ccc(Cl)cc1	1.0	7	-1.3	-4	1.9	2	5	0.9	-3
35	CCN(CC(=O)Nc1sc2c(c1C#N)CCC(C)C2)Cc1nc2ccccc2c(=O)[nH]1 (configuration not stated)	1.3	-123	0.56	4	3.8	-4	-5	1.4	-5
36	Cc1ccc(S(=O)(=O)NNC(=O)c2cccnc2)cc1	0.8	-3	0.32	1	0.6	-2	-19	0.7	5
37	Cc1ccc(N2CN(CCc3ccccc3)CNC2=S)cc1	1.6	-3	0.36	-6	0.5	3	-10	-0.2	17
38	O=C(Nc1ccc(N2CCCCC2)cc1)c1cccnc1Cl	0.2	-15	-0.66	-5	-0.7	-1	-6	1.5	-5
39	Cc1ccc(-c2nc(N/N=C/c3ccccc3[N+](=O)[O-])c3ccccc3n2)cc1	1.1	-19	0.38	2	-0.7	9	-37	-12	2
40	O=C(O)C1OC2OC3(CCCCC3)OC2C2OC3(CCCCC3)OC12 (configuration not stated)	-0.7	5	2.1	0	0.2	-7[fluorescence artefact?]	8	1.3	5
41	Cc1cc(OCC(=O)O)c2ccccc2n1	1.1	-36	-0.77	-16	-0.1	7	5	0.5	-5
42	O=C(Nc1ccccc1NC(=O)c1ccco1)c1ccco1	0.4	-402	1.1	-13	0.1	0	-33	-2.0	5
43	CC1(C)N=C(SCC(=O)Nc2ccccc2)C(c2ccc(Cl)cc2)=N1	-2.2	7	·	-12	-0.1	3	15	-4.8	5
44	COc1ccc(-c2nc3nc(C)cc(=O)n3[nH]2)cc1	0.2	-40	0.47	-12	0.8	4	-2	1.0	1
45	CC/C(O)=C1\C(=O)CCCC1=NCc1nc2ccccc2[nH]1	-0.1	37	-0.8	-4	2.5	2	7	2.3	1
46	C=CCn1c(SCC(=O)Nc2sccc2C(N)=O)nc2ccc(Cl)cc2c1=O	-0.5	-118	11*	·	-0.2	-1[fluorescence artefact?]	-2	-0.2	13
47	CCCCNC(=O)c1ccc(CS(=O)(=O)c2cccc(C(F)(F)F)c2)o1	0.3	-22	-0.15	-31	0.1	9	3	-2.3	6
48	COC(=O)c1cnn(-c2cc(Oc3cccc(C)c3)ncn2)c1N	1.0	-39	-1.2	-3	-0.3	1[fluorescence artefact?]	-7	-5.9	3
49	COc1ccc(CC(=O)OCc2cc3ccccc3[nH]c2=O)cc1	-0.9	-1	0.25	-4	0.0	-1	-11	0.5	-3
50	Cc1ccc(N/C=C(\C#N)c2ccc(OCCCF)cc2)cc1	-0.2	-22	·	·	-0.5	-2	-14	-1.6	2
51	O=C(c1ccc(F)cc1)N1CCOCC1	-0.2	34	0.49	-13	1.1	3	-11	-0.2	-4
52	Cc1nc2oc3c(NCc4ccccc4)ncnc3c2c2c1COC(C)(C)C2	0.6	-145	·	-1	1.1	6	8	1.1	·
53	CCCCc1noc(-c2c(-c3ccccc3Cl)noc2C)n1	1.8	24	-0.14	-4	-0.1	3	-10	14	-4
54	N#Cc1nc(COc2ccccc2)oc1N1CCN(c2cccc(Cl)c2)CC1	1.1	56*	-1.4	-18	-0.4	-2	3	-2.5	-5
55	COc1ccc(C(=O)c2oc3ccc(OC)cc3c2N)cc1	1.1	-1	-0.56	-15	71	-2[fluorescence artefact?]	-3	-0.1	-2
56	C/C(O)=C(/N=O)C(=O)Nc1ccccc1	0.8	12	0.18	-10	0.2	0	-14	1.9	-2
57	N#Cc1nc(-c2ccccc2Cl)oc1N1CCOCC1	-0.2	-54	·	-9	0.7	-2	-13	-3.2	0
58	COc1ccc(C2CC2/C(C)=N/OC(=O)C2CC2)cc1 (configuration not stated)	0.1	12	-0.24	-16	1.8	4	-15	0.3	-15
59	O=C(Nc1ccccc1)c1ccc(-c2ccc(F)cc2)s1	0.3	-43	-0.58	10	6.9	2	-2	-0.5	7
60	CCC(=O)N/N=C/c1ccc(-c2ccc([N+](=O)[O-])cc2)o1	0.6	-22	-0.29	-9	4.0	5	-17	2.4	-12

Entries listed above printed as active in KCC2 mod.
nr | Structure | PERK inh | m-calpain inh | KCC2 mod | MDM2 E3 inh | eIF4E-4G inh | EBV gp42 block | Rad51 HR inh
46 | C=CCn1c(SCC(=O)Nc2sccc2C(N)=O)nc2ccc(Cl)cc2c1=O | -0.5 | -118 | 11* | · | -1[fluorescence artefact?] | -2 | 13

New compounds follow
entry	smiles	PERK inh	m-calpain inh	KCC2 mod	MDM2 E3 inh	L929 necroptosis	eIF4E-4G inh	EBV gp42 block	TNF necrop inh	Rad51 HR inh
61	Cc1ccc(CSCC(=O)NN=C2CCN(C)CC2)cc1	0.3	22	-0.59	-8	0.4	3	-2	1.6	-11
62	CN(C(=O)COC(=O)CNC(=O)c1ccc(Cl)cc1Cl)c1ccccc1	2.3	5	-2	-1	0.8	3	-10	0.0	17
63	CCOC(=O)CSc1nc2ccccc2c(=O)n1CC1CCCC1	0.0	11	-0.24	-6	-0.2	0	-15	-1.1	·
64	CCOC(=O)C1(CCc2ccccc2)CCN(C(=O)C2=C(C)OCCO2)CC1	1.3	-3	-0.58	-16	-0.8	0	-10	3.5	·
65	Cc1ccc(OCC(=O)c2cc(C)n(CC(F)(F)F)c2C)c([N+](=O)[O-])n1	-0.1	-28	0.24	-18	1.3	-2	-12	-1.4	2
66	CN(C)CCCNC(=O)c1ccc(-c2nc(-c3ccc(Cl)cc3)cs2)cc1	-0.1	-422	·	11	0.0	-8[fluorescence artefact?]	-5	-16	-3
67	COc1ccc(CC(=O)NC2CCN(CC(=O)N3CCCc4ccccc43)CC2)cc1OC	0.4	-7	·	-5	0.1	0[fluorescence artefact?]	-21	-0.6	8
68	O=C(NC1CCCCC1)c1ccc(Cl)c(NC(=O)c2ccccc2F)c1	0.7	4	0.91	-7	0.9	0	-18	1.3	-1
69	CC(NC(=O)c1cccs1)C(c1cccs1)N1CCOCC1 (configuration not stated)	0.8	-4	1.9	10	-0.1	2[fluorescence artefact?]	-8	0.3	7

Screening data deposited in PubChem by several laboratories.
